Screens as filed in PubChem BioAssay.
SMARCA2 activ: activators of SMARCA2 function; activation, % at 9.1 µM; actives 1% (n = 370,000); AID 652017; MG213 cells, MMTV-luciferase reporter, dexamethasone, overnight; in the data active means activation above about 7.8%;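 further: 0% = vehicle wells and 100% = reference activator wells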
hgDAF-12 ag: activates the H. glycines DAF-12 receptor ligand-binding domain; HEK293 GAL4-hgDAF12 UAS-luciferase reporter, agonist luminescence; normalized to butyrate control; activation, % at 6.8 µM; actives 1.8% (n = 370,000);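 active means activation above a cutoff set at the mean of all screened compounds plus 3 SD, cut at about 10% in these data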;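 further: 0% = DMSO wells and 100% = sodium butyrate wells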
ADAM17 inh: inhibits human ADAM17 | P78536 | recombinant ADAM17, EDANS/DABCYL FRET peptide cleavage | inhibition, % at 6.95 µM | actives 0.83% (n = 370,000);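 active means inhibition above the mean of compounds lying between control limits plus 3 SD, set per campaign, cut at about 8.5% in these data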;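 further: 0% = DMSO-only wells as the low control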
ADAM10 inh: ADAM10 inhibition, QFRET primary screen. AID 720582. recombinant ADAM10, EDANS/DABCYL FRET peptide cleavage, 3 h. O14672. inhibition, % at 7 µM. actives 0.62% (n = 370,000);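 active means inhibition above a per-campaign cutoff equal to the mean of compounds falling between control-based bounds plus 3 SD, cut at about 20% in these data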;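 further: 0% = DMSO wells while the 100% control is not disclosed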
Target sequence (O14672 214-748 limits assumed): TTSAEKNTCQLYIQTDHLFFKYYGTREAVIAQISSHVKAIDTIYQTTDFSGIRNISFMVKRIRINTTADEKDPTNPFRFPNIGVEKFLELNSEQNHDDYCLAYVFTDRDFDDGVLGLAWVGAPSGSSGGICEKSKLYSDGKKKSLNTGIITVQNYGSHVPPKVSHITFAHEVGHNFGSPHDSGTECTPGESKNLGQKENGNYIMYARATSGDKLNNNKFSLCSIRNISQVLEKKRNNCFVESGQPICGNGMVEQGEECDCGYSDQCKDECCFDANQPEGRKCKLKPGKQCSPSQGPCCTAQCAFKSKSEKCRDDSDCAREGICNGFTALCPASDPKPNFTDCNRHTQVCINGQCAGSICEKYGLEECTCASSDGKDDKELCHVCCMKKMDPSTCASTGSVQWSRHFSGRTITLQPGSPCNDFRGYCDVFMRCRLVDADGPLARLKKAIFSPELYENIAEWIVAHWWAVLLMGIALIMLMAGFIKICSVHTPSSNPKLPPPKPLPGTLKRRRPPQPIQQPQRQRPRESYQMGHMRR
PG9 Ab binder: PG9 antibody binding by small molecule; actives 0.43% (n = 360,000); AID 624416; TR-FRET gp120-PG9 antibody binding; inhibition, % at 6.7 µM; in the data active means inhibition above about 8.5%
DAX1 inh-1: NR0B1 (DAX1) inhibition; P51843; HEK293 Gal4-DAX1 luciferase reporter, luminescence; inhibition, % at 6.75 µM; actives 0.99% (n = 340,000); AID 504766;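 active means inhibition above the mean over all tested compounds plus 3 SD, cut at about 4.2% in these data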;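 further: 0% = DAX1-transfected cells with DMSO and 100% = empty-vector control cells with DMSO; inhibition shows as a rise in luminescence from relieved DAX1 repression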
Target sequence (P51843 207-470 limits assumed): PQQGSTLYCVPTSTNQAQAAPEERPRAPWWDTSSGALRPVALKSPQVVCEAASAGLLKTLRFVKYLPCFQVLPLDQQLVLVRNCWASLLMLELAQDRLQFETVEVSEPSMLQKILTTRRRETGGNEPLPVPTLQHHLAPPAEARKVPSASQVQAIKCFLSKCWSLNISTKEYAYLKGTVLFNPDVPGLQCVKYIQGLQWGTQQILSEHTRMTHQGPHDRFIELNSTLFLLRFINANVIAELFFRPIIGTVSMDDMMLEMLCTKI
ssDAF12 agonist: S. stercoralis DAF-12 activation, primary screen; activation, % at 6.8 µM; HEK293 ssDAF-12/GRIP1 lit1-tk-luc reporter, luminescence; % of 3 µM dafachronic acid response; actives 1% (n = 370,000);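 active means activation above the mean over all tested compounds plus 3 SD, cut at about 0.9% in these data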;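 further: 0% = DMSO-only wells and 100% = 3 µM delta7-dafachronic acid wells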
GAA850 FXN act: increases GAA850 frataxin promoter reporter activity; HEK293 lucGAA850 FXN promoter luciferase reporter, 24 h; percent of 10 µM SAHA response; activation, % at 6 µM; actives 0.56% (n = 360,000); AID 540364;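 active means activation above the average of all compounds screened plus 3 SD, cutoff fixed separately per campaign, cut at about 7.5% in these data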;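 further: 0% = DMSO wells and 100% = 10 µM SAHA wells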
hcDAF12 agonist: activators of H. contortus DAF-12 nuclear receptor; activation, % at 6.8 µM; HEK293 hcDAF-12 lit1-tk-luc reporter, luminescence; 0% DMSO, 100% Δ7-dafachronic acid; actives 1.4% (n = 370,000);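 active means activation above the mean of all tested compounds plus 3 SD, cut at about 5.5% in these data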;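 further: 100% = response to 3 µM Δ7-dafachronic acid high control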
DAX1 inh-2: inhibitors of DAX1 repression of SF-1 activated StAR promoter. HEK293T StAR-luciferase reporter, SF-1/DAX-1 repression relief. inhibition, % at 6.8 µM. actives 1.1% (n = 370,000). AID 652010;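 active means inhibition above the mean over all tested compounds plus 3 SD, cut at about 3.6% in these data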;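 further: 0% = DAX-1 cells with DMSO and 100% = cells lacking DAX-1 with DMSO; higher inhibition means more luminescence from relief of DAX-1 repression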
GC-A act: GC-A (human) enzyme activation; P16066; actives 0.14% (n = 370,000); HEK293 GC-A cells, cGMP TR-FRET, EC30 ANP; 0% at EC30 ANP, 100% saturating ANP; activation, % at 10 µM; in the data active means activation above about 40%
* marks the source's active call; other numbers are inactive results; . = not tested or not shown.

mol | SMARCA2 activ | hgDAF-12 ag | ADAM17 inh | ADAM10 inh | PG9 Ab binder | DAX1 inh-1 | ssDAF12 agonist | GAA850 FXN act | hcDAF12 agonist | DAX1 inh-2 | GC-A act
COc1ccc(NC(=O)Nc2ccccc2F)c(C)c1 | 5.2 | -0.1 | -0.5 | 8.5 | -2.5 | 0.1 | -0.8 | 0.1 | 1.7 | 0.4 | 1.4
CCc1ccc2c(c1)C(c1ccncc1)=NNC(c1ccccc1)=N2 | 2.0 | 6.2 | -4.5 | -1.8 | 1.4 | -0.3 | -0.6 | 2.3 | 1.0 | 0.4 | -9.6
O=C(NN=Cc1cccc([N+](=O)[O-])c1)c1cccc2ccccc12 | -2.9 | -0.6 | -0.2 | 0.0 | 1.0 | 0.1 | -0.5 | 0.3 | -1.8 | 0.1 | 7.3
Cc1ccc(NC(=O)COC(=O)[C@@H]2CC(O)CN2S(=O)(=O)c2ccc3c(c2)OCCO3)cc1 (some centres undefined) | -0.6 | 0.7 | 0.5 | -4.2 | 0.8 | 0.2 | -0.3 | 0.3 | -0.9 | 0.1 | 3.6
c1ccc(-c2csc(=Nc3cccnc3)n2CC2CCCO2)cc1 (centres undefined) | -3.0 | -2.1 | -3.0 | -0.5 | -1.3 | -1.0 | -1.7 | 0.4 | -3.5 | -0.4 | -4.0
C[C@@]12C(=O)N(Cc3ccccc3)CC(=O)N1[C@H]1c3cc(Cl)ccc3OC[C@@H]1[C@@H]2c1ccccc1 | 0.0 | 0.2 | 2.0 | 14.9 | -2.3 | 1.6 | -1.1 | 3.6 | -1.6 | 0.0 | -10.1
Cc1cc(C)n(-c2ccc(C(=O)Nc3ccc4c(c3)OCO4)cc2)n1 | 3.2 | 4.8 | -1.0 | 5.2 | 0.9 | -1.4 | -1.3 | 0.2 | -0.6 | 0.8 | 0.0
COc1ccc(C)cc1NC(=O)C(NCC1CCCO1)c1ccccc1 (centres undefined) | -1.2 | 0.4 | 2.1 | 0.6 | 0.4 | -1.1 | -1.0 | -1.1 | -0.5 | -0.1 | -1.9
CC(=O)Nc1cc(=O)c2cccnc2[nH]1 | -2.8 | -1.0 | -34.8 | -163.7 | 3.1 | 0.7 | -0.7 | -0.6 | -0.5 | 1.0 | 2.4
Cc1ccc(OCC(=O)NNC(=O)c2cc3ccccc3o2)cc1 | 4.0 | 1.6 | -4.9 | 1.3 | 0.6 | 0.6 | 0.5 | -1.4 | 1.0 | -0.4 | 0.8
NC(CSC1(c2ccccc2)c2ccccc2-c2ccccc21)C(=O)O (centres undefined) | -3.5 | -3.5 | 2.9 | -19.6 | -0.4 | -0.4 | -0.8 | 0.0 | -0.5 | -0.7 | -5.7
COc1cccc(OC)c1NC(=O)Cn1nc(-c2ccc3c(c2)OCCO3)ccc1=O | 0.3 | 0.5 | -1.3 | 1.2 | 1.2 | 0.5 | -1.3 | -0.2 | -1.0 | -0.3 | 2.4
CC(=O)Nc1ccc(NC(C)=O)s1 | -2.7 | -0.2 | -2.4 | -7.5 | -3.5 | -0.1 | -0.7 | 0.8 | 0.9 | -0.1 | -0.1
CC1CCCN(C2=C(NS(=O)(=O)c3ccc(Br)cc3)C(=O)c3ccccc3C2=O)C1 (centres undefined) | 1.5 | 3.2 | -6.4 | 7.9 | -1.7 | -0.4 | -1.2 | 3.1 | 0.3 | 0.1 | 0.8
O=C(c1ccco1)N1CCN(S(=O)(=O)/C=C/c2ccccc2)CC1 | -1.4 | -3.4 | -4.0 | -2.1 | 1.8 | -1.1 | -2.1 | 1.0 | 0.4 | -0.5 | -5.9
CCN(C(=O)COC(=O)CSc1ccccc1)c1c(N)n(Cc2ccccc2)c(=O)[nH]c1=O | 2.0 | -0.2 | -2.9 | 3.5 | -1.4 | -0.2 | -0.4 | 0.0 | -1.0 | -0.2 | 0.7
CSCCC(NC(=O)c1ccco1)C(=O)NCC1CCCCC1 (centres undefined) | -0.4 | 1.3 | -1.6 | -15.3 | -1.2 | 0.6 | -0.7 | 0.5 | -0.7 | 0.7 | 1.8
COc1ccc(C(=O)CC(=O)C(=O)Nc2cccc(C(C)=O)c2)cc1 | -0.5 | 0.9 | 6.4 | 11.0 | -1.8 | 0.0 | -2.1 | -0.5 | -0.4 | 0.0 | -4.6
O=C(Nc1cccc2c1C(=O)NC2=O)c1cccnc1Cl | 1.0 | 2.2 | -3.2 | -37.0 | 1.4 | 0.8 | -1.5 | 1.4 | -1.7 | 1.1 | -2.9
CNc1ccc2ncc(-c3ccccc3C(C)=O)n2n1 | -0.8 | 3.1 | -1.4 | -8.1 | -0.5 | . | -0.5 | 1.8 | -0.3 | 0.1 | 1.1
O=C1OCCOC2CCCc3oc(-c4ccccc4)c1c32 (centres undefined) | 5.2 | -2.5 | -32.1 | -141.0 | -1.2 | . | -0.9 | . | 0.0 | 1.2 | 3.1
O=C(Cn1cnc2c(nnn2-c2cccc(F)c2)c1=O)Nc1ccc2c(c1)OCCO2 | 0.8 | -4.2 | 6.2 | 3.6 | 0.1 | 1.6 | -1.1 | -1.4 | -1.2 | -2.4 | -1.8
CC(=O)c1ccc(-c2cccc(-c3cc(=O)oc4ccc(C(C)(C)C)cc34)c2)cc1 | 0.5 | 3.0 | -2.2 | -6.5 | -0.5 | -0.5 | -1.3 | 2.7 | 0.8 | 2.3 | 0.9
CC(=O)N1c2ccc(S(=O)(=O)N3CCC(C(=O)Nc4cccc(Cl)c4)CC3)cc2CC1C (centres undefined) | -2.6 | -7.5 | 6.7 | 13.4 | -0.9 | -1.4 | -1.8 | -0.7 | -3.5 | -4.5 | -10.6
COc1ccc(S(=O)(=O)N(C)C[C@@H]2OCc3cnnn3CCCC(=O)N([C@@H](C)CO)C[C@@H]2C)cc1 | -4.8 | 0.9 | -3.4 | -17.5 | -2.5 | 1.2 | -0.4 | 2.2 | -2.0 | -0.3 | -2.8
CCn1c2ccccc2c2cc(NC(=O)CSc3nnc(-c4ccccc4)o3)ccc21 | -7.1 | 0.5 | 2.3 | 6.2 | 1.1 | -0.5 | -1.7 | -2.1 | -2.0 | -1.6 | 2.6
O=C(NCc1ccc2c(c1)OCO2)c1ccc(CSCc2ccc(Cl)cc2)o1 | -3.9 | 0.5 | 3.0 | 6.2 | 0.8 | -0.8 | -1.8 | 1.1 | -0.1 | -0.8 | 2.0
COc1ccc(Cl)cc1Cn1c(C)c(C(=O)NCc2cccc([N+](=O)[O-])c2)sc1=O | 1.1 | -0.4 | 5.8 | 8.0 | 0.1 | . | -1.2 | 0.1 | -2.0 | -1.4 | -4.3
O=S(=O)(Nc1cccnc1)c1ccc(Br)c2ccccc12 | 2.3 | -1.1 | 0.3 | 6.5 | 15.2* | 1.1 | -0.5 | 0.1 | -0.6 | 0.4 | 9.3
CC(C)COP(=O)(c1ccc(N(C)C)cc1)C(O)c1ccccc1F (centres undefined) | -3.8 | -0.6 | 3.2 | 0.6 | -1.2 | 0.1 | -1.1 | -0.8 | 0.3 | 1.0 | -3.3
Cc1ccc(C)c(C2=CSC3=NS(=O)(=O)CCN23)c1 | -2.6 | 0.6 | -2.7 | -6.1 | 0.5 | 1.2 | -1.5 | -0.1 | -0.6 | 0.8 | 0.8
Cc1cccc(C)c1NC(=O)C1c2cccc[n+]2CC(=O)N1Cc1ccc2c(c1)OCO2 (centres undefined) | -0.7 | 0.0 | -1.1 | -4.6 | -0.3 | -0.6 | -1.4 | 2.5 | -0.4 | 0.1 | 3.1
Cc1ccc(N=C2NC(=O)CS2)cc1 | 5.1 | 0.2 | 0.3 | -1.7 | -2.5 | -0.8 | -0.8 | 2.2 | 0.2 | -0.4 | 2.4
c1ccc(CCn2nnnc2C(c2cccs2)N2CCOCC2)cc1 (centres undefined) | -4.0 | 3.7 | -2.9 | -11.8 | 2.8 | -0.1 | -1.1 | 0.8 | -0.3 | -0.7 | -4.0
Cc1cc(OCCOc2cccc3cccnc23)cc(C)c1Cl | -2.1 | -0.2 | 5.2 | 9.9 | -1.0 | -0.8 | -1.3 | -0.3 | -1.4 | -0.4 | -6.1
COc1cccc(NC(=O)COC(=O)c2ccccc2SCC(=O)N2CCCC2)c1 | 0.8 | 0.5 | -2.8 | -8.7 | -1.1 | -0.8 | -1.0 | 3.0 | -0.7 | -0.2 | 0.8
Oc1ccc(C[C@H]2CNCCN2CC2(c3ccccc3)CC2)cc1 | -0.6 | -0.9 | 1.8 | 4.6 | 0.1 | 0.4 | -1.3 | 0.8 | -1.3 | 0.5 | 0.1
COc1ccc(Cl)cc1C(=O)N1CCN(c2ccccn2)CC1 | 0.6 | -1.7 | -4.9 | -8.8 | -0.8 | 0.4 | -1.1 | 0.5 | -1.0 | -0.4 | 5.3
Cc1nc2sc(C(c3ccccc3)N3CCN(C)CC3)c(O)n2n1 (centres undefined) | 0.8 | -0.2 | -2.6 | -1.2 | -0.7 | 2.3 | -0.6 | 0.7 | 1.9 | -0.8 | 2.4
CC(Sc1nnnn1C)C(=O)Nc1ccccc1-c1ccccc1 (centres undefined) | -1.6 | -1.7 | -3.7 | 8.8 | -1.5 | 0.7 | -2.0 | 0.8 | -1.4 | -0.1 | -4.0
O=C(CNS(=O)(=O)c1ccccc1)N1CCN(C(=O)c2ccco2)CC1 | -1.6 | 0.8 | -4.7 | -5.9 | 0.5 | 1.0 | -0.2 | -0.2 | 0.7 | 0.0 | 0.7
Cc1ccccc1N1CCN(C(=S)c2ccc([N+](=O)[O-])cc2)CC1 | -0.9 | -1.9 | 1.8 | 5.0 | -1.4 | -1.4 | -1.5 | 3.7 | -0.7 | 0.1 | 0.8
O=C(NC(=S)Nc1ccc(NC(=O)c2ccco2)cc1)c1ccccc1 | -3.4 | -1.7 | 2.6 | 0.4 | -1.6 | -0.6 | -1.1 | 1.3 | -0.3 | 0.2 | -4.9
COCCCNS(=O)(=O)c1cccc(S(=O)(=O)c2cccc(S(=O)(=O)NCCCOC)c2)c1 | -3.0 | -1.6 | -5.3 | -0.8 | -1.1 | -1.4 | -1.8 | 0.0 | -2.8 | -0.4 | 1.1
CCCCOc1ccc(-c2n[nH]c(=S)n2Cc2ccccc2)cc1 | -0.4 | 0.0 | 1.3 | 4.7 | -0.5 | -0.3 | -1.3 | 2.5 | -1.2 | 0.1 | -5.7
CCOC(=O)c1cn(Cc2ccc(C)cc2)nn1 | -1.1 | -2.3 | 0.4 | 0.9 | -0.3 | -1.2 | -0.6 | 1.4 | 5.8* | -0.5 | 3.3
O=C(Nc1cccc(C(F)(F)F)c1)C1CCN(S(=O)(=O)c2cccnc2)CC1 | -4.2 | -1.7 | -0.1 | 1.1 | -0.4 | 0.5 | -1.1 | 0.5 | -0.6 | -0.4 | -5.2
N#Cc1c(SCC(=O)N2CCOCC2)nsc1SCC(=O)N1CCOCC1 | -2.2 | -0.2 | 5.8 | 11.5 | -2.1 | -1.5 | -1.3 | -0.6 | 0.1 | -0.5 | 1.8
Cc1cc2cc(CNC(=O)c3ccc(S(=O)(=O)N4CCCC4)cc3)ccc2n1C | -2.5 | -1.3 | -2.8 | -3.4 | -7.1 | -0.3 | -0.6 | -0.1 | -0.2 | 0.2 | 1.6
